MOR-DOR inv ag: inverse agonist of human OPRM1-OPRD1 heterodimerization; P35372+P41143; cell-based MOR-DOR heterodimer luminescence, inverse agonism; inhibition, % at 9.3 µM; actives 0.21% (n = 340,000); in the data active = inhibition above about 22%, passing the limit was not always enough;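 also: 0% = cells with DMSO and 100% = wells without cells with DMSO; values of inactives mirror those of a sister screen read the other way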
Target sequence (P35372 whole entry, looked up): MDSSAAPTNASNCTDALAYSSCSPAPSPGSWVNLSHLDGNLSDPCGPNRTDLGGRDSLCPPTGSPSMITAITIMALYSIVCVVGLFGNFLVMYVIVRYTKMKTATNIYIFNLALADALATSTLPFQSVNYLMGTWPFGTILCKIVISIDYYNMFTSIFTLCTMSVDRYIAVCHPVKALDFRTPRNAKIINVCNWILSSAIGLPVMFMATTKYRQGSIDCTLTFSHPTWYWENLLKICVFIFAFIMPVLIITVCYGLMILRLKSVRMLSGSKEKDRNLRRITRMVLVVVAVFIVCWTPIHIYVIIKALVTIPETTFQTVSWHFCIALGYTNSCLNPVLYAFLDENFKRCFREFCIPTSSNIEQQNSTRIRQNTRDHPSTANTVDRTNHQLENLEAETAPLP
Target sequence (P41143 whole entry, looked up): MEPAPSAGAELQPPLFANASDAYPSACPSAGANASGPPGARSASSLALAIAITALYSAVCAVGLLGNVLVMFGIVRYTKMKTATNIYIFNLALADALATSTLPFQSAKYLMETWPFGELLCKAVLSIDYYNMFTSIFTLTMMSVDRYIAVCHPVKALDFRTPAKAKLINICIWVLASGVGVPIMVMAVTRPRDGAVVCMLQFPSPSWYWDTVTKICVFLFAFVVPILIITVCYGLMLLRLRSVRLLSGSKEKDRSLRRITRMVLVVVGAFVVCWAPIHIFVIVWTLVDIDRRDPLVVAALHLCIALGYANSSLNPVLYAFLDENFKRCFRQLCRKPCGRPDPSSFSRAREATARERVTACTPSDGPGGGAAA
LANA DNA inh: inhibitors of KSHV LANA C-terminal domain DNA binding | MBP-C-LANA/FAM-LBS DNA binding, fluorescence polarization | inhibition, % at 9 µM | actives 0.078% (n = 340,000) | AID 504423;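 active = highest replicate inhibition at or above 60% at 9 µM, even if other replicates fall short; inactive = all replicates below 60% inhibition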;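 also: 0% = neutral control wells and 100% = 4 µM acridine orange control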
MOR-DOR ag: agonists of human mu-delta opioid receptor heterodimerization | activation, % at 9.3 µM | AID 504326 | actives 0.3% (n = 340,000) | cells, OPRM1-OPRD1 heterodimerization, luminescence; in the data active = activation above about 18%;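 also: 0% = vehicle-treated cells and 100% = reference agonist; values of inactives mirror those of a sister screen read the other way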
CAL PDZ FP: CAL PDZ (human) peptide binding inhibition; actives 0.92% (n = 300,000); Q9HD26; purified CAL PDZ, TMR-peptide fluorescence polarization, 1 h; inhibition, % at 24.9 µM;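 active = mean inhibition of at least 30% with at least half of replicates also reaching 30%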;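 also: 0% = DMSO neutral control and 100% = excess unlabeled competitor peptide PRC23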
Cardiac RTF inh: cardiac RTF calcium desensitization; actives 0.12% (n = 340,000); inhibition, % at 7.15 µM; IANBD-labeled cardiac RTF, Ca2+ fluorescence; AID 493244; P19429+P45379;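 active = inhibition above the mean inhibition of all tested compounds plus 3 SD, cut at about 17% in these data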;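 also: assay run at fixed EC70 calcium of 1.6 mM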
HTR5A ag ctr: HTR5A agonism, opioid heterodimer counter-screen | P47898 | HTR5A agonist assay, luminescence, cell-based | activation, % at 9.3 µM | actives 0.61% (n = 340,000); in the data active = activation mostly above about 9.5%, no sharp cut-off; inactive = mostly below about 7.6%;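 also: 0% = cells with vehicle only and 100% = reference agonist; strong numbers were not always called active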
V-ATPase pH: alters yeast V-ATPase proton transport; S. cerevisiae, pHLuorin cytosolic pH fluorescence; actives 0.37% (n = 350,000); AID 504577; response, % at 10 µM; in the data active = response mostly above about 7.3%, no sharp cut-off; inactive = mostly below about 5.4%; also: actives read high; inactives centre near 0; some compounds called inactive have numbers as strong as hits; reference of the scale not given here
RTF Ca sens act: cardiac RTF calcium sensitization. actives 0.24% (n = 340,000). activation, % at 7.2 µM. IANBD-labeled TnC RTF fluorescence at EC20 calcium; 0% EC20 calcium, 100% full calcium. P19429+P45379;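 active = activation above the mean over all tested compounds plus 3 SD, cut at about 30% in these data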;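 also: rise in fluorescence read as greater calcium sensitivity of cardiac thin filaments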
Keap1-Nrf2 PPI: disrupts human Keap1 binding to Nrf2 peptide | inhibition, % at 9.4 µM | AID 504523 | actives 0.15% (n = 340,000) | Keap1 Kelch-Nrf2 peptide fluorescence polarization, 1536-well; in the data active = inhibition above about 12%;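 also: human Keap1 Kelch domain with fluorescein labeled Nrf2 9mer peptide probe; 0% = neutral control wells and 100% = peptide positive control; higher means more block of Keap1 binding to Nrf2 peptide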
HTR5A inv ctr: counter-screen for OPRM1-OPRD1 inverse agonists: human HTR5A inverse agonism. HTR5A cell line, luminescence. actives 0.083% (n = 340,000). inhibition, % at 9.3 µM. P47898; in the data active = inhibition mostly above about 23%, no sharp cut-off; inactive = mostly below about 18%;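 also: 0% = cells with DMSO and 100% = no-cell wells with DMSO; some compounds called inactive have numbers as strong as hits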
* hit, by the source's call; nt = not tested or not shown.

| SMILES | MOR-DOR inv ag | LANA DNA inh | MOR-DOR ag | CAL PDZ FP | Cardiac RTF inh | HTR5A ag ctr | V-ATPase pH | RTF Ca sens act | Keap1-Nrf2 PPI | HTR5A inv ctr |
| --- | --- | --- | --- | --- | --- | --- | --- | --- | --- | --- |
| CCNc1nc(OC)nc(N2CCC(Cc3ccccc3)CC2)n1 | -40 | 0.2 | 7.4 | -4 | 1 | 1 | 2 | -3 | -1 | 4 |
| CCc1cc(C(=O)c2ccc(C)cc2)c(NC(=O)CCl)s1 | -12 | -1.1 | 2.4 | -4 | -8 | 2 | -3 | 2 | -5 | 8 |
| CC(C)c1ccc(NC2CCCN(C(=O)CC3CCCC3)C2)cc1 (stereo not drawn) | -37 | 1.1 | 7.5 | 0 | -4 | -2 | 4 | -1 | 2 | 2 |
| CCN(CC)S(=O)(=O)c1ccc(C(=O)/C=C/c2ccc(-c3ccc([N+](=O)[O-])cc3)o2)cc1 | -9 | -2.5 | 1.9 | 12 | -10 | 5 | 0 | 7 | -4 | -14 |
| COc1ccccc1C(=O)NCCC(=O)N1CCN(c2ccccc2Cl)CC1 | -15 | -0.5 | 2.3 | 0 | 1 | -1 | 5 | -3 | -2 | 4 |
| CC1CCCCN1C(=O)COC(=O)c1cc([N+](=O)[O-])ccc1N1CCOCC1 (stereo not drawn) | 10 | -0.1 | -1.9 | 0 | 1 | 11 | 4 | 0 | -1 | 3 |
| O=C(NNC(=O)c1ccccc1OCc1ccccc1)c1ccccc1O | -11 | 1.9 | 2.0 | 6 | -8 | 1 | -4 | -3 | 4 | 5 |
| CCN(C(=O)c1ccc(S(=O)(=O)N(C)C)cc1)C(C)C(=O)Nc1ccc(C)cc1 (stereo not drawn) | 0 | -1.0 | -0.1 | -15 | -14 | 2 | 3 | 4 | 1 | -8 |
| CN(C)CC1C2CCC(C2)C1O (stereo not drawn) | 13 | 2.3 | -2.5 | -1 | -6 | -1 | -1 | -7 | -1 | 4 |
| NS(=O)(=O)c1ccc2ccccc2c1 | -2 | 0.0 | 0.3 | -1 | -26 | 3 | 0 | 0 | -8 | 11 |
| c1ccc(-c2onc(-c3ccco3)c2-c2ccc3c(c2)OCO3)cc1 | -11 | 0.3 | 2.0 | 1 | 10 | 1 | 7 | -2 | -3 | -3 |
| Cc1ccc2nc(C(O)C(O)c3nc4ccc(C)cc4[nH]3)[nH]c2c1 (stereo not drawn) | 7 | -0.8 | -1.3 | 2 | -9 | 2 | 1 | 10 | -4 | -17 |
| COc1ccc(-n2nc(C(=O)NCC(=O)N3CCN(c4cccc(Cl)c4)CC3)c3ccccc3c2=O)c(OC)c1 | 0 | -1.0 | 0.0 | nt | -5 | -2 | -4 | -1 | 3 | 6 |
| CC(C)Oc1ccccc1C(=O)NC(CO)C(=O)O (stereo not drawn) | 4 | -0.6 | -0.7 | -3 | -5 | -4 | 2 | -2 | -4 | 11 |
| NC(=O)c1ccc(NC(=O)c2cnc3ccccc3n2)cc1 | 10 | -0.6 | -1.9 | -3 | 3 | 0 | -7 | 8 | -5 | 7 |
| COc1ccc(COC(=O)Oc2ccc(CNC(C)=O)cc2OC)c([N+](=O)[O-])c1 | 12 | 0.9 | -2.2 | 13 | -19 | 4 | -2 | 0 | -2 | -5 |
| COc1cccc(N=c2oc3ccccc3cc2-c2nc3ccccc3[nH]2)c1 | 0 | 0.5 | 0.0 | -3 | 0 | -4 | -1 | -2 | -2 | -3 |
| COc1ccc(-c2cc(-n3c(C(F)(F)F)nc4ccccc43)n(CCC#N)n2)cc1 | -8 | 2.0 | 1.3 | -5 | 2 | 6 | 1 | -12 | -7 | -35 |
| Cc1cnc(NC(=O)c2cncc(Br)c2)s1 | 14 | -0.4 | -2.8 | nt | 3 | -2 | 0 | 11 | -9 | 5 |
| CCc1ccc(NC(=O)C2(C)Cc3ccccc3C(=O)O2)cc1 (stereo not drawn) | 3 | -0.6 | -0.5 | -3 | -7 | -1 | 4 | 4 | -1 | 4 |
| Cc1ccc(S(=O)(=O)c2nnn3c2nc(Nc2cccc(C)c2)c2ccccc23)cc1 | 7 | -0.7 | -1.2 | 0 | 6 | 2 | 0 | 6 | -4 | -5 |
| COc1ccc(-c2n[nH]c(C)c2-c2ccc(OC)c(OC)c2)c(O)c1 | -31 | -2.2 | 5.4 | -3 | 3 | -4 | -1 | -9 | -3 | 2 |
| CCCN(CCC)C(=O)c1ccc2c(c1)N(CC)C(=O)c1ccccc1S2(=O)=O | 6 | -2.6 | -1.2 | -6 | -4 | 1 | 0 | 1 | 2 | -2 |
| O=C(NN1C(=O)C2C3C=CC(C4CC34)C2C1=O)c1ccc(Cl)cc1Cl (stereo not drawn) | -4 | -1.5 | 0.6 | 5 | 5 | 1 | 0 | 8 | -2 | -14 |
| COc1ccc(C(=O)/C=C/Nc2ccc(S(N)(=O)=O)cc2)cc1OC | -5 | 4.9 | 0.9 | -2 | -8 | -3 | 4 | 1 | -6 | 9 |
| CCOC(=O)c1cnn(-c2cc(Oc3ccccc3C)ncn2)c1N | -11 | -0.2 | 2.0 | -3 | -12 | -1 | 9 | 3 | 0 | 2 |
| O=C(COC(=O)Cc1cn2ccsc2n1)Nc1nc2ccccc2s1 | 8 | 1.1 | -1.4 | -5 | -2 | 3 | 0 | 1 | -5 | -4 |
| CN(C(=O)c1cccc(NC(=O)Cc2ccc(NC(=O)C3CCCN(C(=O)CCc4ccccc4)C3)cc2)c1)C1CCCC1 (stereo not drawn) | -16 | 3.7 | 3.5 | 2 | -19 | 0 | 0 | -4 | -1 | 2 |
| Cc1nn(CC(=O)Nc2nnc(C(C)C)s2)c(=O)c2ccccc12 | -1 | -1.1 | 0.3 | -1 | 1 | 0 | -3 | 3 | 3 | 1 |
| CCc1cccc(NC(=O)C2CCCN2S(=O)(=O)c2ccccc2C(F)(F)F)c1 (stereo not drawn) | -11 | -1.3 | 1.6 | -3 | -1 | 1 | 4 | 4 | -6 | 5 |
| Nc1nc2n(n1)C(=O)CC(c1ccccc1)N2 (stereo not drawn) | 3 | 0.2 | -0.6 | 0 | -4 | 1 | -1 | 12 | -2 | -5 |
| Cc1ccc(C)c(C(=O)COC(=O)CCN2C(=O)C3C4CCC(C4)C3C2=O)c1 (stereo not drawn) | 7 | -0.3 | -1.4 | -4 | -6 | 4 | 0 | -2 | -9 | -13 |
| O=C(N/N=C1\CCCc2ccccc21)C(O)c1ccccc1 (stereo not drawn) | 7 | 1.4 | -1.2 | -3 | -6 | -3 | 0 | 5 | 0 | 6 |
| COc1ccc(N2CCN(C(=O)NC(=O)c3ccc(Cl)cc3)CC2)cc1 | 11 | 0.1 | -2.0 | -8 | -4 | 3 | 0 | -1 | -3 | 7 |
| Cc1cc(OCC(=O)OCC(=O)Nc2cc(C(F)(F)F)ccc2N2CCOCC2)ccc1Cl | 8 | -1.0 | -1.6 | 0 | -6 | -2 | 0 | 4 | -6 | 6 |
| CS(=O)(=O)N1CCCC(C(=O)Nc2ccccc2C(F)(F)F)C1 (stereo not drawn) | 17 | -2.0 | -3.7 | 0 | -2 | 2 | -1 | -1 | 1 | -9 |
| CC(C)c1ccc(NC(=O)COC(=O)COc2ccccc2)cc1 | -3 | -0.1 | 0.5 | -2 | -5 | 1 | -2 | 0 | -7 | -4 |
| C[C@@H]1CN([C@H](C)CO)C(=O)c2cccc(NS(=O)(=O)c3ccccc3)c2O[C@H]1CN(C)C | 10 | -0.1 | -2.1 | -1 | -11 | 3 | -3 | -2 | -3 | -11 |
| COCc1c(N)c(C)nc(Cl)c1C#N | 22 | -0.4 | -4.5 | 0 | 0 | 1 | -1 | 7 | 3 | -3 |
| O=C(OCC(=O)N1CCCCC1)c1cc(S(=O)(=O)N2CCOCC2)c(Cl)cc1Cl | 14 | 3.4 | -2.6 | nt | 4 | 3 | 2 | 0 | 1 | -9 |
| Cc1occc1C(=O)N/N=C/C=C/c1ccccc1 | 8 | -0.8 | -1.6 | -4 | 5 | -6 | 4 | -3 | -4 | 15 |
| COc1ccc(CNc2ccc(-c3ccc(OC)cc3)nn2)cc1 | 7 | 0.8 | -1.4 | 1 | -11 | 1 | 2 | -1 | 4 | -54 |
| Cn1c(=O)c2[nH]c(Cc3cccc4ccccc34)nc2n(C)c1=O | -3 | -0.4 | 0.6 | -3 | 5 | 2 | -4 | -6 | 2 | -9 |
| CC(C)=CCN1CCN(Cc2ccc(C#CC(C)(C)O)cc2)CC1CCO (stereo not drawn) | 10 | -1.7 | -1.7 | -5 | -14 | 1 | 0 | 1 | -6 | -2 |
| CCCn1c(=O)c(C(=O)NCc2ccccn2)c(O)c2ccccc21 | -2 | 0.3 | 0.4 | -2 | -3 | 1 | -1 | 2 | 2 | -21 |
| CN(C(=O)c1cc(S(=O)(=O)N2CCCCC2)c[nH]1)C1CCCCC1 | 14 | 1.8 | -2.3 | nt | 3 | 3 | -1 | -4 | -1 | -8 |
| O=C(/C=C/c1ccccc1)Nc1cccc(C(=O)NCCCCc2ccccc2)c1 | 4 | 0.1 | -0.9 | -4 | -10 | -6 | -1 | 2 | -3 | 22 |
| C=Cn1ccnc1P(=S)(c1ccc2c(c1)c1ccccc1n2CC)c1nccn1C=C | 21 | -0.8 | -4.6 | 7 | -10 | 2 | 1 | 0 | -4 | -9 |
| COc1cc(/C=C2/OC(=O)c3cc([N+](=O)[O-])ccc32)cc(OC)c1OC | 3 | 0.5 | -0.5 | -1 | -6 | -1 | 0 | 1 | 2 | -12 |
| C/C(=N\NC(=O)CCn1nnc2ccccc21)c1ccco1 | 9 | -0.7 | -1.8 | -3 | -12 | 6 | 1 | 4 | -7 | 14 |
| CCCC(=O)Nc1ccc(C(=O)Nc2ccc([N+](=O)[O-])cc2OC)cc1 | 15 | -0.5 | -2.9 | -1 | 0 | 2 | 0 | 3 | -5 | -6 |
| CC(C)(C)c1ccc(-c2c(C#N)c(N)nc3c2CCCC3)s1 | -27 | -0.4 | 4.5 | -2 | 9 | 9 | 1 | -3 | 1 | -23 |
| CN1CCCCc2c1[nH]c1ccccc1c2=O | 11 | 1.2 | -2.3 | -1 | -5 | -3 | -2 | -3 | -3 | 9 |
| CCCCCN(C(=O)NC(=O)Nc1ccc(C)cc1)S(=O)(=O)c1ccccc1 | -50 | -0.7 | 8.4 | -2 | 5 | 6 | 3 | 5 | -3 | -17 |
| COc1cccc(N2CCN(Cc3nc(N)nc(Nc4ccccc4OC)n3)CC2)c1 | 14 | 2.0 | -2.2 | -3 | 6 | 14* | 2 | -5 | -2 | 1 |
| COc1cc(CC(NC(C)=O)C(=O)NC2CCN(c3nc(C)cc(C)c3C#N)CC2)cc(OC)c1 (stereo not drawn) | 18 | 0.1 | -3.2 | -2 | 1 | -1 | -2 | 9 | -7 | -9 |
| COc1cccc(C(=O)/C=C/Nc2ccc(S(=O)(=O)Nc3ncccn3)cc2)c1 | 8 | 5.8 | -1.6 | 0 | -8 | 2 | -2 | -6 | -3 | -6 |

Screens (PubChem BioAssay)
